Assay outcomes (PubChem)
HCV inhibitor: HCV inhibition. Potency, µM (titrated, usually from 41.8 µM), for inactives: at the highest dose activity change, negative = inhibition, most hits filed as inhibitors. Huh7.5.1 HCVcc-Cre infection, luciferase reporter, 44 h. AID 651820. 340,000 compounds, 3.4% hits; note: potency is the fitted concentration of half-maximal effect
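Luciferase read-out (15 sec integration) after a 15 min room-temperature substrate step quantifies HCVcc-Cre infection. Cells, 1,000 per well, had compound added 4 h post-plating, then virus at ~0.5 moi, and were cultured 44 h.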
AmpC inh no detg: AmpC beta-lactamase inhibition without detergent; P00811; Potency, µM (top dose mostly 57.1 µM), inactives show at the highest dose activity change, negative = inhibition, most hits filed as inhibitors; 330,000 compounds, 0.52% hits; AmpC nitrocefin hydrolysis, absorbance 480 nm, 0.0001% Triton;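 note: potency is the fitted concentration of half-maximal effect; plate controls were no compound for no effect and no enzyme for full effect; nearly all actives have a fitted effect of over 20% in size; some results filed as inactive show a strong effect at the top dose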
Target sequence (P00811 whole entry, looked up): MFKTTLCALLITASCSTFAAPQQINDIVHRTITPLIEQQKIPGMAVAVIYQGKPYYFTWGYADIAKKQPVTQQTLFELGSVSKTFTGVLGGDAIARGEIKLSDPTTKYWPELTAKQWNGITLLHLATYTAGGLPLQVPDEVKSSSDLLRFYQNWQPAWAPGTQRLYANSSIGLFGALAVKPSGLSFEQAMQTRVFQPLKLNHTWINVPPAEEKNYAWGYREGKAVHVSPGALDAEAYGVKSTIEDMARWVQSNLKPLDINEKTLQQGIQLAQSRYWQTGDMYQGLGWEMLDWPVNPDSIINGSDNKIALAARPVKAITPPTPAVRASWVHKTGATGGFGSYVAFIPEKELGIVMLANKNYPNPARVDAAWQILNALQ
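20 mM phosphate pH 7.0 + 0.01% (detergent screen) or 0.0001% Triton X-100; 5.3 nM AmpC reagent; cpd preinc 15 min RT; nitrocefin (800 uM stock) to start; A480 q20 s × 4 min; Activity was normalised to no-enzyme and no-compound control wells.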
Tb PYK inh: T. brucei pyruvate kinase inhibition; Potency, µM (titrated, usually from 76.8 µM), without a hit: at the highest dose activity, negative = inhibition, usual class: inhibitors; TbPYK enzyme, Kinase-Glo Plus ATP luminescence, 45 min; Q57TT1; 410,000 compounds, 0.12% hits; AID 624173; note: potency is the fitted concentration of half-maximal effect; nearly all actives have a fitted effect of over 50% in size
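Enzyme and substrate buffer are dispensed first and compound is pin-transferred. ADP at 130 uM final then starts the reaction, which runs 45 min at room temperature. Detection reagent is added for 10 min before luminescence is imaged.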
HCMV antiviral: blocks human cytomegalovirus replication; activity change, negative = inhibition, % at 57.5 µM; HFF cells, HCMV-luciferase reporter, 72 h; stronger effect = lower value; 410,000 compounds, 4.5% hits; AID 1259415; in the data active = activity change below about -60%; inconclusive = no clear call, values can overlap the other calls; inactive = above about -39%
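Inhibition of viral replication was scored as loss of reporter luminescence in HFFs infected with HCMV-luciferase (MOI 1 PFU/cell) for 72 h; compounds tested at 2 doses, normalized to buffer and Salinomycin controls.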
AmpC detergent: AmpC beta-lactamase inhibition with detergent present; AmpC hydrolysis of nitrocefin, absorbance 480 nm, 0.01% Triton; Potency, µM (highest dose often 114 µM), inactives show at the top dose activity change, negative = inhibition, actives largely listed as inhibitors; 370,000 compounds, 0.041% hits;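 note: potency is the fitted concentration of half-maximal effect; 0% = no-compound wells and -100% = no-enzyme wells; nearly all actives have a fitted effect of over 25% in size; some results filed as inactive show a strong effect at the top dose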
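AmpC (5.3 nM in the dispensed reagent) in 20 mM phosphate pH 7.0 with 0.01% (detergent screen) or 0.0001% Triton X-100 was preincubated with compounds for 15 min at room temperature. Nitrocefin was then added from an 800 uM solution, and hydrolysis was followed at 480 nm.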
LmPK inhibitor: LmPK (Leishmania mexicana) enzyme inhibition; purified LmPK, Kinase-Glo ATP luminescence, 1 h; Potency, µM (series often up to 57.5 µM), for the others: at the highest dose activity change, negative = inhibition, hits mostly inhibitors; 290,000 compounds, 0.37% hits; note: potency is the fitted concentration of half-maximal effect
Target sequence (Q27686 whole entry, looked up): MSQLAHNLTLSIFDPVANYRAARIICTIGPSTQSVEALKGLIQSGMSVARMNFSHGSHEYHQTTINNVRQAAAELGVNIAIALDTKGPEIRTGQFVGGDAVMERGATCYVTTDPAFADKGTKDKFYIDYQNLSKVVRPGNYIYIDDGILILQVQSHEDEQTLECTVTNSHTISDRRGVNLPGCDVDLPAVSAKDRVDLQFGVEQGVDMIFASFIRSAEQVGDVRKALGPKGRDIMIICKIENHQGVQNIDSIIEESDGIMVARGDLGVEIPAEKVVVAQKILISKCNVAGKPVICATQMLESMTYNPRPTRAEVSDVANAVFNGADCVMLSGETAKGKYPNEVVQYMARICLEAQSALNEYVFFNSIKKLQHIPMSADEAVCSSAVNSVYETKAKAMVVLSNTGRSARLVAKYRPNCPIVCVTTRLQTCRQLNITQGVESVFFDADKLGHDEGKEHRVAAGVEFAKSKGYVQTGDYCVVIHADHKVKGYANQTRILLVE
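Purified LmPK (0.1 nM) converted ADP (0.1 mM) to ATP with PEP (0.5 mM) in imidazole buffer pH 7.2 with KCl and MgCl2, 1 h at room temperature. ATP was read by Kinase-Glo luminescence; data normalized to uninhibited and no-enzyme controls.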
AMA1-RON2 inh: inhibitors of Plasmodium falciparum AMA1-RON2 interaction; AlphaScreen AMA1-biotinylated RON2 peptide binding; Potency, µM (highest dose often 58.2 µM), inactives show at the highest dose activity change, negative = inhibition, most hits filed as inhibitors; 360,000 compounds, 0.2% hits; AID 720542;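 note: potency is the fitted concentration of half-maximal effect; 0% = vehicle wells and -100% = peptide control; nearly all actives have a fitted effect of over 45% in size; some results filed as inactive show a strong effect at the top dose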
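AMA1 (3D7) with his tag at 25 nM final met compounds first, then biotinylated RON2 peptide at 25 nM; detection used donor plus acceptor beads, 10 µg/mL apiece, read by AlphaScreen after 30 min at room temperature.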
* marks the source's active call; other numbers are inactive results; ? = inconclusive; . = not tested or not shown; [ ] = dose if it differs, or a comment. Unless noted, calls come from the whole dose curve; as a rule, active = well fitted curve in the direction sought with a large enough effect; inconclusive = small, poorly fitted or top-dose-only effect, or another doubt; inactive = no such curve, though single readings can be large; an effect the other way counts as inactive or inconclusive. Unless noted, % is set by controls: 0 for no effect and ±100 for the full control effect.

SMILES	HCV inhibitor	AmpC inh no detg	Tb PYK inh	HCMV antiviral	AmpC detergent	LmPK inhibitor	AMA1-RON2 inh
O=C(NCc1ccco1)/C(=C\C=C\c1ccccc1)NC(=O)c1ccco1	-26%	-35%	-2%	32	1%	-3%	-14%
CN(C)CCNc1ccc(-c2n[nH]c(=O)c3ccccc23)cc1[N+](=O)[O-]	-9%	-24%	-5%	71	0%	0%	-6%
CNC(=O)C(=O)NCC1OCCCN1S(=O)(=O)c1cccs1 (stereo unspecified)	23%	-17%	-2%	2	?	-1%	1%
COc1ccccc1N1CCN(C(=O)CCCC2=NS(=O)(=O)c3ccccc3N2)CC1	-8%	-9%	-7%	-29	?	2%	-3%
COc1ccc(-n2nc(C(=O)NCC(=O)NCCCN3CCOCC3)c3ccccc3c2=O)cc1OC	6%	3%	1%	16	2%	-1%	-15%
O=C(N/N=C\c1ccco1)Nc1cccc(Cl)c1	0%	-25%	5%	14	3%	-3%	-13%
Cn1cccc1/C=N/NC(=O)CNc1ccc2ccccc2c1	9%	-20%	-2%	34	2%	10%	-8%
Cc1ccc(-n2c(SCC(=O)N3CC(=O)Nc4ccccc43)nc3ccccc3c2=O)cc1	5%	-1%	-7%	-68*	-12%	11%	-8%
O=C(CN1C(=O)c2ccccc2C1=O)Nc1sc2c(c1C(=O)NCC1CCCO1)CCC2 (stereo unspecified)	3%	-20%	5%	27	4%	5%	1%
O=C1NC(=S)SC1=Cc1ccc(N(CCCl)CCCl)cc1	-27%	.	-16%	-24	.	.	12%
CCOC(=O)c1cc(S(=O)(=O)NC2CCN(C(=O)OCC)CC2)cn1C	2%	1%	-18%	-17	-10%	1%	-3%
Cc1ccc(O)c(Sc2cc(C)ccc2O)c1	10%	-23%	-3%	-2	1%	-1%	-2%
O=C(CCCCC(=O)Nc1ccc(F)cc1)Nc1ccc(F)cc1	-3%	-19%	0%	-11	0%	0%	-7%
CC(C)(C)OC(=O)NCCOC(=O)c1[nH]cnc1C(=O)NCc1ccccc1	-4%	30%	-5%	0	-1%	.	96%[activator]
CCN(CCN(C)C)C(=O)Cn1ncc2c1-c1cc(C)ccc1OC2	11%	-1%	0%	-15	-4%	5%	0%
COc1ccc(CNCCC(c2ccccc2)c2ccc(OC(C)C)cc2)cc1OC (stereo unspecified)	11µM*	57%	-5%	-37	0%	-5%	-17%
COc1ccc(/C=C2\CN(Cc3ccccc3)C/C(=C\c3ccc(OC)c(O)c3)C2=O)cc1O	6.3µM*	-15%	2%	-101*	-9%	-2%	-9%
CCC(=O)c1c(NC)cc(C)oc1=O	26%	-16%	3%	0	1%	-11%	-10%
O=C1NC(=O)C2(CCCC2c2ccccc2)N1 (stereo unspecified)	5%	.	2%	32	.	.	-6%
CCOC(=O)N1CCN(Cc2nc(N)nc(Nc3ccc(C)cc3C)n2)CC1	-18%	16%	-1%	-5	4%	1%	15%
CC(C)CCNC(=O)C1CCCCN1S(=O)(=O)c1ccc(F)cc1 (stereo unspecified)	?	14%	4%	3	-1%	-3%	3%
CCN(CC(=O)NCc1cccs1)C(=O)/C=C/c1ccc(OC)cc1OC	20µM*	-12%	-3%	-9	-1%	.	0%
COc1ccccc1/C=N/Nc1cc(C)nc2ccc(C)cc12	?	44%	-3%	27	-4%	-5%	-4%
C=CC[C@@H](CC(=O)N[C@H](CO)Cc1ccccc1)C(=O)N[C@@H](COC(=O)[C@@H](CC=C)CC(=O)OC(C)(C)C)Cc1ccccc1	-28%	227%[activator]	1%	-1	.	.	10%
CC(C)(C)NC(=O)/C(=C/c1ccco1)c1ccccc1	-17%	-12%	0%	29	-1%	1%	-2%
COc1ccc(Cl)cc1NC(=O)CCn1nc(C)cc1C	.	.	-4%	-10	13%	.	.
CC1(NS(=O)(=O)c2ccc(Cl)s2)CCS(=O)(=O)C1 (stereo unspecified)	15%	-26%	-14%	-11	.	.	0%
COC(=O)CN1C(=O)[C@H]2[C@@H](c3ccc(C)o3)N3C(=O)CN(CCO)C(=O)[C@@]3(C)[C@H]2C1=O	4%	53%	-13%	18	?	-5%	12%
CC(=O)N1c2ccccc2S(=O)(=O)c2ccccc21	5%	-7%	-1%	8	-10%	.	-1%
C[C@@H]1CCCCO[C@@H](CN(C)CC2CCCCC2)[C@@H](C)CN([C@H](C)CO)C(=O)c2cc(NS(=O)(=O)c3ccc(Cl)cc3)ccc2O1	.	.	0%	-102*	.	.	-7%
Cn1c(=O)c(C(=O)Nc2ncccn2)c(O)c2ccccc21	2%	-8%	-15%	149	-15%	-25%	-16%
COCCNC(=O)C(c1ccc(C)cc1)N(C(=O)CCC(=O)Nc1ccccn1)c1ccccc1C (stereo unspecified)	-15%	39%	-3%	-23	-13%	-5%	7%
CCc1nnc(/N=C/c2c(O)n(-c3ccc(Cl)cn3)c(=O)c3ccccc23)s1	1%	-32%	0%	-24	0%	4%	41%[activator]
COCCN(Cc1cc2cccc(C)c2n2nnnc12)C(=O)C(F)(F)F	13%	4%	?	-7	-2%	3%	-3%
COC(=O)CCC(=O)OC1(C)C(=O)C=C2C=C(C3CC3)N(CC3CC3)C=C2C1=O (stereo unspecified)	10%	21%	-4%	0	-1%	-2%[11.5 µM]	-2%
CC1(C(=O)NC2CCN(Cc3ccccc3)CC2)CCN1Cc1ccc(OC(F)(F)F)cc1 (stereo unspecified)	.	.	-3%	?	.	.	0%
COc1ccc(Cl)cc1NC(=O)CN(C)C(=O)C1CC(=O)N(Cc2ccc(C)cc2)C1 (stereo unspecified)	32µM*	304%[activator]	-19%	-4	-15%	.	37%[activator]
O=C1C2(CCC13COC(c1ccc(O)cc1)OC3)COC(c1ccc(O)cc1)OC2 (stereo unspecified)	9%	-9%	4%	-9	0%	2%	-9%
Cc1ccc(S(=O)(=O)N2C[C@H]3[C@H]4C(=O)N(c5ccccc5)C(=O)[C@H]4C[C@H](OC(=O)NCc4ccccc4F)[C@@]3(O)C2)cc1	.	.	-4%	14	.	.	-9%
CC(C)c1ccc(/C=N/NC(=O)c2ccccc2Cl)cc1	?	-20%	4%	9	0%	1%	-3%
O=C(Cc1ccc(F)cc1)NCCc1csc2nc(-c3ccc(Cl)cc3)nn12	.	.	1%	-22	18%	.	.
CCOC(=O)c1c(N)sc(C(=O)N2CCCCC2)c1C	4%	-14%	-2%	48	-1%	-1%	0%
O=C(Nc1ccc(C(=O)N2CCCCC2)cc1)c1ccccc1	-5%[8.37 µM]	.	?	16	.	.	15%
O=C(c1cccc(C(F)(F)F)c1)N1CCOC12CCN(c1ncc(C(F)(F)F)cc1Cl)CC2	?	.	-1%	?	1%	7%	3%
CC1CCN(C(=O)C2CCCCN2S(=O)(=O)c2cccc([N+](=O)[O-])c2)CC1 (stereo unspecified)	0%	1%	-2%	-15	0%	1%	-1%
CCc1cc(-c2nc(N)ncc2-c2ccc(Br)cc2)c(O)cc1OC	?	-28%	-11%	-6	-4%	-4%	-26%
NS(=O)(=O)c1ccc(NC(=O)COC(=O)COc2ccc(Br)cc2)cc1	5%	-45%	0%	-24	-5%	3%	-7%
CCCCN(C(=O)Cc1ccc2c(c1)OCCO2)c1c(N)n(CC(C)C)c(=O)[nH]c1=O	21%	-17%	-6%	-25	?	.	4%
CCOc1ncccc1C(=O)Nc1ccccc1F	-55%	-2%	1%	-22	1%	-9%	17%
CC1Cc2nc(SCC(=O)c3ccccc3)n(Cc3ccccc3)c(=O)c2S1 (stereo unspecified)	11µM*	-49%	-6%	-10	?	2%	-18%
COc1cc(C2CC(c3cccnc3)=NN2c2ccc(F)cc2)cc(OC)c1OC (stereo unspecified)	5%	-15%	2%	149	-4%	5%	20%
Cc1ccc(NC(=O)CSCc2cc(=O)c3ccccc3[nH]2)c(C)c1	.	.	0%	-6	3%	.	.
CCCCc1ccc(NC(=O)c2ccc3c(c2)CCN3S(=O)(=O)CC)cc1	.	.	0%	-64*	-7%	.	.
Cc1nn(CC(=O)OCC(=O)Nc2cccc(S(N)(=O)=O)c2)c(C)c1[N+](=O)[O-]	8%	-9%	-5%	12	.	.	-2%
CC(=O)c1c(N2CCN(Cc3ccccc3)CC2)[nH]c(-c2ccccc2)nc1=S	-5%	-28%	.	.	-8%	-3%	12%
Cc1onc(-c2c(Cl)cccc2Cl)c1C(=O)N/N=C(\N)COc1ccc(Cl)cc1	2.8µM*	?	-1%	-78*	-9%	-2%	76%[activator]
CCSc1nnc(-c2ccc(C)cc2)c2ccccc12	?	-26%	-1%	-62*	-12%	-3%	-4%[2.32 µM]
CCc1ccc(CNCCc2ccc(F)cc2)cc1	?	-10%	0%	17	?	-1%	10%[11.6 µM]
CCOc1ccccc1/C=C/c1onc(C)c1S(=O)(=O)N1CCC(C(=O)N2CCCCCC2)CC1	?	97%[activator]	-5%	-40	-2%	4%	-12%
COc1ccc(OCC(=O)Nc2cc(S(=O)(=O)N3CCCC3)ccc2Cl)cc1	-1%	-13%	2%	-38	-11%	.	15%

Reprinted at random: two compounds from above.
SMILES	HCV inhibitor	AmpC inh no detg	Tb PYK inh	HCMV antiviral	AmpC detergent	LmPK inhibitor	AMA1-RON2 inh
Cc1nn(CC(=O)OCC(=O)Nc2cccc(S(N)(=O)=O)c2)c(C)c1[N+](=O)[O-]	8%	-9%	-5%	12	.	.	-2%
CCCCc1ccc(NC(=O)c2ccc3c(c2)CCN3S(=O)(=O)CC)cc1	.	.	0%	-64*	-7%	.	.

The list continues.
SMILES	HCV inhibitor	AmpC inh no detg	Tb PYK inh	HCMV antiviral	AmpC detergent	LmPK inhibitor	AMA1-RON2 inh
COc1ccc(NC(=O)c2cc(=O)c3cc(C)cc(C)c3o2)cc1	.	.	2%	-7	9%	.	.
O=C(NC1CCCN(Cc2ccc(Cl)cc2)C1)c1c(F)cccc1F (stereo unspecified)	-28%	-42%	0%	9	1%	-2%	9%
COc1ccc(/C=C2\C(=O)NC(=S)N2C(=O)c2ccc(F)cc2)cc1	14%	-42%	3%	-16	-11%	-1%	42%[activator]
CC(=O)CCC(=O)NC1CCCc2c1cnn2-c1ccc(C(C)(C)C)cc1 (stereo unspecified)	?	144%[activator]	-2%	?	?	-1%	-1%
Cn1c(=O)cc(OCCCC(=O)Nc2cccc(Cl)c2)c2ccccc21	.	.	4%	37	.	.	4%

Gathered by group: the entries above with bromine (two)
SMILES	HCV inhibitor	AmpC inh no detg	Tb PYK inh	HCMV antiviral	AmpC detergent	LmPK inhibitor	AMA1-RON2 inh
CCc1cc(-c2nc(N)ncc2-c2ccc(Br)cc2)c(O)cc1OC	?	-28%	-11%	-6	-4%	-4%	-26%
NS(=O)(=O)c1ccc(NC(=O)COC(=O)COc2ccc(Br)cc2)cc1	5%	-45%	0%	-24	-5%	3%	-7%
